Source: PubChem (National Center for Advancing Translational Sciences (NCATS))
aSyn yeast inh – alpha-synuclein toxicity inhibition in yeast | Yeast expressing alpha-synuclein, growth rescue, BacTiter-Glo, 24 h | Potency, µM (titrated, usually from 46.1 µM), for inactives: at the highest dose growth rescue (activation), most hits filed as activators | hit rate 0.14% among 370,000; also: potency is read from the fitted curve at half-maximal effect; % of control where 0% means no effect; nearly all actives have a fitted effect of over 65% in size
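Screening used galactose-induced yeast with toxic alpha-synuclein levels, exposed to compound for 24 hr at 30 deg C. Cell growth, read with BacTiter-Glo luminescence, gave the measured signal.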
HEK293 tox – cytotoxic in the GLP-1 receptor inverse agonist counter-screen; HEK293 cAMP-luciferase reporter cells, luminescence, 24 h; Potency, µM (top dose mostly 38.3 µM), without a hit: at the top dose activity change, negative = inhibition, actives largely listed as inhibitors; hit rate 0.13% among 410,000;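 also: loss of luciferase light is scored as toxicity; potency is read from the fitted curve at half-maximal effect; % is scaled to controls: 0 for no effect and ±100 for the full control effect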
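Cells in DMEM/10% Nu serum/1% pen-strep, 1536-well format. Pre-incubated 12 h, dosed with 23 nL compound, incubated a further 24 h. Luciferase detection, 12 min at room temp, luminescence.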
PTHR1 agonist – PTHR1 (human) receptor agonism; Potency, µM (titrated, usually from 115 µM), without a hit: at the highest dose activation, usual class: activators; AID 743266; hit rate 0.075% among 410,000; Q03431; HEK293 GP2 PTHR1 cells, GloSensor cAMP luminescence, 1 h; also: potency is read from the fitted curve at half-maximal effect; nearly all actives have a fitted effect of over 55% in size; some results filed as inactive show a strong effect at the top dose; inactives centre near -15; many of its hits are not listed in these tables
Target sequence (Q03431 whole entry, looked up): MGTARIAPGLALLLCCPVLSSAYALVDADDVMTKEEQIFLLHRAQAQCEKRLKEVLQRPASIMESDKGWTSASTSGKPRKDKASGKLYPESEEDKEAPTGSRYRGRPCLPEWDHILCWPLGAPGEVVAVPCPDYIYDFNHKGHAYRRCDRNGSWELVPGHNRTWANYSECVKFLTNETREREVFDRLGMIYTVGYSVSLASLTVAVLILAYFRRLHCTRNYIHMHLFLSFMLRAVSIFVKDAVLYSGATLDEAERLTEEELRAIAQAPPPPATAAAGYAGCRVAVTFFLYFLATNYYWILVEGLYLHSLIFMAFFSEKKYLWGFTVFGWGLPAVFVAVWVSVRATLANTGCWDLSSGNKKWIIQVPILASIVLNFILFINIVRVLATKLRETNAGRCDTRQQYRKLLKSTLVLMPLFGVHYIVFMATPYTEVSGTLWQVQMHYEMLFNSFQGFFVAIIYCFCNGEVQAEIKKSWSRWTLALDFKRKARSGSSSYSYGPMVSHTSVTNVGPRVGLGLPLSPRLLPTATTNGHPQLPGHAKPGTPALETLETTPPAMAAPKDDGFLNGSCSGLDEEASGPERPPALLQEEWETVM
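HEK-293-derived GP2 cells expressing PTHR1 and a GloSensor cAMP reporter, 3,000/well, plated overnight, given luciferin plus IBMX (each 0.5 mM as added) for 1 h at 37 °C, then compound for 1 h at 37 °C. Luminescence was read after 15 min at room temperature.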
FUS suppressor – suppressors of FUS proteinopathy in yeast; S. cerevisiae FUS-expressing, growth rescue, OD600, 24 h; Potency, µM (titrated, usually from 76.6 µM), for inactives: at the highest dose growth rescue (activation), hits mostly activators; hit rate 0.24% among 390,000;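 also: potency is read from the fitted curve at half-maximal effect; plate controls were DMSO vehicle for no effect and reference control for full effect; nearly all actives have a fitted effect of over 55% in size; some results filed as inactive show a strong effect at the top dose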
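Cultures pregrown in 2.5% raffinose medium are shifted to minimal medium containing 2% galactose to express toxic FUS. Compounds are tested at several concentrations. After 24hr at 30C, growth is quantified at 600 nm absorbance.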
GLP-1R inv ag – GLP-1 receptor (human) inverse agonism; P43220; AID 624417; Potency, µM (top dose mostly 38.3 µM), without a hit: top-dose activity change, negative = inhibition, usual class: inhibitors; HEK293 GLP-1R CRE-luciferase, luminescence, 24 h; GLP-1R form is constitutively active; hit rate 1.6% among 410,000; also: potency is read from the fitted curve at half-maximal effect; % is scaled to controls: 0 for no effect and ±100 for the full control effect; nearly all actives have a fitted effect of over 55% in size
Target sequence (P43220 whole entry, looked up): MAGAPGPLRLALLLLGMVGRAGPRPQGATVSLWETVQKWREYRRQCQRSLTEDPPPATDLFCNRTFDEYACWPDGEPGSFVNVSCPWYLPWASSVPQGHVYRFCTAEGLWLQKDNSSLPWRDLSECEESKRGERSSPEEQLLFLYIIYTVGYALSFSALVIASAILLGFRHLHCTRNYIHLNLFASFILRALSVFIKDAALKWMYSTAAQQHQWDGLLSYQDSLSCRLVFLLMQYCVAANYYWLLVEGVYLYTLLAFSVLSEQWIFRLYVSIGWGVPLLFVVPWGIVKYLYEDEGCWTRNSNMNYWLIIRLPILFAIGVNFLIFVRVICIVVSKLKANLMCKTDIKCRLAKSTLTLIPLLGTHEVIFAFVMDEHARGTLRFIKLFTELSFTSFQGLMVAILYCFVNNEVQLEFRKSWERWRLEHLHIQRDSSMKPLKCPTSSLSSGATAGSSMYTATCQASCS
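Readout was luciferase luminescence, measured 12 min after detection reagent at room temperature. Beforehand, GLP-1R reporter HEK293 cells had sat 12 h, then received compounds for 24 hr at 37 deg C.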
TDP43 rescue – inhibitors of TDP-43 toxicity in yeast. TDP-43 expressing yeast growth rescue, BacTiter-Glo, 24 h. Potency, µM (titrated, usually from 46.1 µM), without a hit: at the top dose growth rescue (activation), actives largely listed as activators. hit rate 1.8% among 410,000. AID 652104; also: potency is read from the fitted curve at half-maximal effect; % of control where 0% means no effect; nearly all actives have a fitted effect of over 50% in size
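Readout is BacTiter-Glo luminescence of cell growth, so inhibitors register as activators. TDP-43-expressing yeast at OD600=0.02 in galactose medium, after raffinose pregrowth to mid-log, were incubated with compound for 24 hr at 30 deg C.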
MmCpn inh – blocks the Methanococcus maripaludis chaperonin Mm-Cpn; purified Mm-Cpn ATPase, ADP Transcreener TR-FRET; Potency, µM (doses to about 76.9 µM), inactives show at the top dose activity, negative = inhibition, usual class: inhibitors; hit rate 0.031% among 330,000; also: potency is read from the fitted curve at half-maximal effect; % is scaled to controls: 0 for no effect and ±100 for the full control effect; nearly all actives have a fitted effect of over 80% in size
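Purified archaeal chaperonin (25 nM final) was preincubated with compound for 10 min at 37°C, then ATP (10 uM final) was added for 30 min at 37°C in Tris pH 7.4/KCl/MgCl2/DTT buffer. ADP was quantified by HTRF Transcreener TR-FRET.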
Abeta yeast res – compounds reversing amyloid beta toxicity in yeast; Potency, µM (top dose mostly 46.1 µM), inactives show at the top dose growth rescue, usual class: activators; yeast expressing A-beta42, growth rescue, OD600, 48 h; response scale: 0% DMSO, 100% iron-clioquinol control; hit rate 0.063% among 410,000; also: potency is read from the fitted curve at half-maximal effect; nearly all actives have a fitted effect of over 55% in size
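Yeast A-beta toxicity model in growth medium with pinned compounds, 48 h at 30 C; growth read as absorbance at 600 nm. Normalized to FeCl3/clioquinol equimolar mix (positive) and DMSO (negative).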
pAkt inh – Akt phosphorylation inhibition | Neuro2A IGF-stimulated pAkt S473 HTRF, 20 min; stronger effect = lower value | activity change, % for hits at 50 µM | hit rate 0.32% among 360,000; in the data active = activity change below about -80%; inconclusive = mostly about -51% to -80%; also: % is scaled to controls: 0 for no effect and ±100 for the full control effect
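Neuro2A cells in DMEM with 0.5% FBS, overnight at 37 deg C, given compound at single 50 µM final, then IGF (6 nM final) for 20 min at 37 deg C. Lysed; phospho-Akt Ser473 by HTRF after 24 h, 665/615 ratio.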
* = called active by the depositor; i = inactive; ? = inconclusive; . = not tested or not shown; [ ] = remark or other dose. Unless noted, calls follow the shape of the dose curve; as a rule, active = well fitted curve in the direction sought with a large enough effect; inconclusive = small, poorly fitted or top-dose-only effect, or another doubt; inactive = no such curve, though single readings can be large; an effect the other way counts as inactive or inconclusive. Some of the compounds tested, so the mix of outcomes need not match the whole.

Preview (two entries):
Below each compound – aSyn yeast inh, HEK293 tox, PTHR1 agonist, FUS suppressor, GLP-1R inv ag, TDP43 rescue, MmCpn inh, Abeta yeast res, pAkt inh
Cc1cc(NC(=O)C2CCCCC2C(=O)O)no1 (stereo unspecified)
    0%, 16%, i, -23%, 17%, -1%, 1%, 0%, i
O=C(Nc1cccnc1)c1ccc(Cl)c(S(=O)(=O)N2CCOCC2)c1
    4%, -9%, i, 20%, 35%[activator], 3%, 0%, 4%, i

Results (from the top)
Below each compound – aSyn yeast inh, HEK293 tox, PTHR1 agonist, FUS suppressor, GLP-1R inv ag, TDP43 rescue, MmCpn inh, Abeta yeast res, pAkt inh
Cc1cc(NC(=O)C2CCCCC2C(=O)O)no1 (stereo unspecified)
    0%, 16%, i, -23%, 17%, -1%, 1%, 0%, i
O=C(Nc1cccnc1)c1ccc(Cl)c(S(=O)(=O)N2CCOCC2)c1
    4%, -9%, i, 20%, 35%[activator], 3%, 0%, 4%, i
COc1ccc(-c2csc(NS(=O)(=O)c3ccc([N+](=O)[O-])cc3)n2)cc1
    4%, 13%, -15%, 3%, -12%, 3%, 2%, 1%, i
COc1ccc(CCNC(=O)c2ccc(CN3CCC(Cc4ccccc4)CC3)cc2)cc1
    14%, 25%, -37%[inhibitor], ., 2%, -8%, 1%, 9%, i
Clc1cccc(-c2ccc(C=Nc3ccc(N4CCOCC4)cc3)o2)c1Cl
    0%, -4%, i, 23%, ?, 25%, -3%, -32%, i
CCCc1nc2c(ccc3ccccc32)cc1CC
    ?, -1%, i, -26%, 10%, 18%, 2%, 2%, i
Cc1ccc(NC(=O)N2CCCC2C(=O)NCC2CCCCC2)cc1 (stereo unspecified)
    0%, 9%, 0%, -10%, 12%, 0%, -1%, -10%, i
Cc1[nH]nc2c1C(c1ccccc1F)CC(=O)N2 (stereo unspecified)
    4%, 4%, -20%, 20%, 57%[activator], 21%, -2%, 12%, i
O=C(NCc1ccccc1)c1ccc2nccnc2c1
    -45%[inhibitor], -33%, i, -11%, -2%, ?, 1%, ?, i
O=C(CN1CCC(O)(c2ccccc2F)CC1)NCCc1c[nH]c2ccccc12
    0%, ?, 5%[57.5 µM], -3%, -22%, -8%, 2%, 13%, i
Cc1cccc(N(C)S(=O)(=O)c2nnc(NC(=O)C3CCCCC3)s2)c1
    ., 5%, -7%, -4%, 0%, ?, 0%, 2%, .
CC1CCN(C(=O)COC(=O)c2ccc(=O)n(Cc3ccccc3)n2)CC1
    -5%, -6%, -23%, -5%, 6%, -13%, -1%, 0%, i
COc1cccc(CCNC(=O)c2cc(COc3c(F)cccc3F)on2)c1
    -2%, -4%, -23%, 21%, ?, 24%, 1%, -10%, .
COc1ccc(-c2nn(-c3ccccc3)cc2C=O)cc1[N+](=O)[O-]
    -6%, -20%, -14%, -9%, 25%, 0%, -1%, -11%, i
O=C1OC(CN2CCOCC2)CN1N=Cc1ccc([N+](=O)[O-])o1 (stereo unspecified)
    4%, -11%, -21%, -30%, -9%, ?, 1%, -4%, i
COc1ccc(C2c3cc(OC)c(OC)cc3CCN2C(=O)c2ccccc2Br)cc1OC (stereo unspecified)
    -3%, -10%, -63%[inhibitor], -4%, 12%, 6%, 0%, 2%, i
O=C(COC(=O)CN=C1NS(=O)(=O)c2ccccc21)Nc1ccccc1OC(F)F
    12%, 3%[7.66 µM], -18%, -8%, -12%[7.66 µM], -22%, 1%, -22%, i
CC12CNCC(C)(CN(C(c3ccccc3)c3ccccc3)C1)C2
    11%, -3%, -10%[57.5 µM], 5%, ?, -8%, 1%, 17%, i
CCCN1C(=O)C(Cc2nc3ccccc3c(=O)n2C)c2ccccc21 (stereo unspecified)
    12%, -19%, -15%, 17%, ?, 24%, 0%, 1%, i
CCNC(=O)NC(=O)COC(=O)C1CSC2(C)CCC(=O)N12 (stereo unspecified)
    -2%, -10%, -11%, 15%, 13%, -21%[9.22 µM], 1%, -12%, i
CC(C)c1ccc(NC(=O)NC(C)c2ccc3c(c2)OCO3)cc1 (stereo unspecified)
    -4%, -23%, -60%[inhibitor], ., ?, 3%, 1%, 1%, i
CC(=O)Nc1nc2c(s1)C(=O)NCCC2
    -8%, 1%, i, 22%, 10%, ?, 1%, 0%, i
CC(C)N(CCCNC(=O)Cn1c(=O)c2cccn2c2ccc(F)cc21)Cc1ccccc1
    -5%, 2%, ?, -6%, -5%, -2%, -2%, -4%, i
CCc1nnc(NC(=O)C2CCC(CNc3c(N4CCC(C)CC4)c(=O)c3=O)CC2)s1 (stereo unspecified)
    14%, 3%, i, 5%, 12%, -20%, -2%, -6%, i
CCOc1ccc2ccccc2c1CNCCc1ccc(S(N)(=O)=O)cc1
    12%, -17%, i, -3%, ?, 13%, ?, -4%, i
COc1ccc(CCNC(=O)CSc2nc3[nH]ncc3c(=O)n2-c2ccccc2OC)cc1OC
    7%, -13%, i, -3%, 13%, -8%, 2%, -8%, i
CCN(C(=O)CSc1ccc2ccccc2c1)C1CCS(=O)(=O)C1 (stereo unspecified)
    8%, -9%, -14%, -14%, -6%, 16%, 1%, 18%, i
NC(=O)c1ncc(C(F)(F)F)cc1Cl
    -1%, -5%, i, 2%, 2%, -18%[9.22 µM], 0%, 6%, i
CCCNC(=O)Cn1c(=O)/c(=C\c2ccc(-c3ccc([N+](=O)[O-])cc3)o2)s/c1=C\C(=O)C(C)(C)C
    0%, 6%, i, 21%, 18%, -19%, -2%, -16%, i
COc1cccc(C(=O)Nc2cc(C)c3c(=O)oc4ccccc4c3n2)c1
    0%, 2%, i, -13%, 16%, 0%, -3%, 11%, i

Next part:
Below each compound – aSyn yeast inh, HEK293 tox, PTHR1 agonist, FUS suppressor, GLP-1R inv ag, TDP43 rescue, MmCpn inh, Abeta yeast res, pAkt inh
CN(C(=O)c1cc(S(=O)(=O)N2CCc3ccccc32)cn1C)C1CCCCC1
    1%, -22%, -95%[inhibitor], 15%, -28%, -7%, -1%, -5%, i
O=C(NCc1ccccn1)c1cccc(NS(=O)(=O)c2ccccc2F)c1
    0%, 10%, -17%, 8%, 5%, 2%, -1%, -5%, i
O=C(CCNC(=O)c1ccccc1Cl)Nc1cccc(C(F)(F)F)c1
    2%, -31%, i, -9%, ?, 16%, 1%, -3%, i
CCCc1cc(=O)n2[nH]cc(-c3ccc(Cl)cc3)c2n1
    -2%, ?, -92%[inhibitor], 11%, ?, -14%, 0%, 3%, i
CCN(CC)CCCOc1ccc(Cl)c(Cl)c1
    -1%, 56%[activator], -11%, ., ?, -13%, -1%, -2%, i
COc1ccc(-c2nc(C)sc2CC(=O)O)cc1OC
    2%, -1%, i, 1%, 5%, 2%, -2%, 8%, i
COc1ccccc1OCCC(=O)O
    -1%, -5%, -1%, -17%, 23%, -2%, 0%, -2%, i
Cc1csc(=Nc2ccccc2)n1C
    4%, 8%, -13%, 9%, 12%, -3%[0.397 µM], -1%, 1%, i
CCOc1ccc(CCNC(=O)c2cnc3c(-c4ccccc4)c(C)nn3c2C)cc1OCC
    ., 13%, ?, 4%, -2%, 4%, ., -9%, .
Cn1c(SCC(=O)Nc2ccc(N3CCOCC3)c(Cl)c2)nnc1C(O)c1ccccc1 (stereo unspecified)
    -16%, -11%, i, 18%, 0%, -24%, 0%, -1%, i
O=C(c1ccc(F)c(S(=O)(=O)N2CCOCC2)c1)N1CCc2ccccc21
    9%, -8%, -17%, 19%, -18%, 16%, 3%, 0%, i

Given in markdown: part of the list above
| mol | aSyn yeast inh | HEK293 tox | PTHR1 agonist | FUS suppressor | GLP-1R inv ag | TDP43 rescue | MmCpn inh | Abeta yeast res | pAkt inh |
| --- | --- | --- | --- | --- | --- | --- | --- | --- | --- |
| CCCN1C(=O)C(Cc2nc3ccccc3c(=O)n2C)c2ccccc21 (stereo unspecified) | 12% | -19% | -15% | 17% | ? | 24% | 0% | 1% | i |
| CCNC(=O)NC(=O)COC(=O)C1CSC2(C)CCC(=O)N12 (stereo unspecified) | -2% | -10% | -11% | 15% | 13% | -21%[9.22 µM] | 1% | -12% | i |
| CC(C)c1ccc(NC(=O)NC(C)c2ccc3c(c2)OCO3)cc1 (stereo unspecified) | -4% | -23% | -60%[inhibitor] | . | ? | 3% | 1% | 1% | i |
| CC(=O)Nc1nc2c(s1)C(=O)NCCC2 | -8% | 1% | i | 22% | 10% | ? | 1% | 0% | i |
| CC(C)N(CCCNC(=O)Cn1c(=O)c2cccn2c2ccc(F)cc21)Cc1ccccc1 | -5% | 2% | ? | -6% | -5% | -2% | -2% | -4% | i |
| CCc1nnc(NC(=O)C2CCC(CNc3c(N4CCC(C)CC4)c(=O)c3=O)CC2)s1 (stereo unspecified) | 14% | 3% | i | 5% | 12% | -20% | -2% | -6% | i |
| CCOc1ccc2ccccc2c1CNCCc1ccc(S(N)(=O)=O)cc1 | 12% | -17% | i | -3% | ? | 13% | ? | -4% | i |
| COc1ccc(CCNC(=O)CSc2nc3[nH]ncc3c(=O)n2-c2ccccc2OC)cc1OC | 7% | -13% | i | -3% | 13% | -8% | 2% | -8% | i |
| CCN(C(=O)CSc1ccc2ccccc2c1)C1CCS(=O)(=O)C1 (stereo unspecified) | 8% | -9% | -14% | -14% | -6% | 16% | 1% | 18% | i |
